GLS inh: qHTS for Inhibitors of Glutaminase (GLS). hit rate 0.21% among 410,000. Glutaminase kidney isoform, mitochondrial (Homo sapiens), O94925. GLS enzymatic activity, qHTS titration. Potency, µM (highest dose often 45.5 µM), for the others: top-dose activity change, negative = inhibition, usual class: inhibitors; active means well fitted inhibition curve with a large enough effect
Target sequence (O94925 whole entry, looked up, canonical isoform): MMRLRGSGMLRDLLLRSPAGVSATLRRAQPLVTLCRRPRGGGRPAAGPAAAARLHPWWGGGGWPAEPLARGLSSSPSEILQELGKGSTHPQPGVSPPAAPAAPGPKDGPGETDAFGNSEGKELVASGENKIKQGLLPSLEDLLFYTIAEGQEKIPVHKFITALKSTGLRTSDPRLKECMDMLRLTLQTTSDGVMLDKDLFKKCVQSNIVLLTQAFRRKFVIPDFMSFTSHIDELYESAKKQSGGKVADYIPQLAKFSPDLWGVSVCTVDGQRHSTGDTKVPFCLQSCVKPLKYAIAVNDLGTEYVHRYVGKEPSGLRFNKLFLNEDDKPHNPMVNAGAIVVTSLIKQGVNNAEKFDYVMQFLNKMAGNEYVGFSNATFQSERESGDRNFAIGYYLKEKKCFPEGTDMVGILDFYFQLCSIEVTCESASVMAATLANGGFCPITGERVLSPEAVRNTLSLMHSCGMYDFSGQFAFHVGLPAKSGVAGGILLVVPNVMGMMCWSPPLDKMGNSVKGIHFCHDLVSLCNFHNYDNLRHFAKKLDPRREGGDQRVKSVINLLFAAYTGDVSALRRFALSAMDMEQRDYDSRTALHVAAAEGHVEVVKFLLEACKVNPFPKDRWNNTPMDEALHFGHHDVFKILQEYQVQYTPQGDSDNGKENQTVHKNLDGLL
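Assay buffer: 45 mM KH2PO4 pH 8.2, 0.02% Tween-20. hKGA acts on L-glutamine (1 mM solution added); product glutamate is reported by an oxidase/peroxidase Amplex Red coupling, with fluorescence taken at baseline and 30 min.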
* = called active by the depositor. On the % scale 0 is the no-effect control and ±100 the full control effect; potency means the concentration at half of the fitted maximal effect. Only part of the results is shown; rates above refer to the full screens.

COc1ccc(OC)c(NC(=O)Nc2nc(C(N)c3ccccc3Cl)cs2)c1 (configuration not stated)
  GLS inh: 11%
c1ccc2c(C(c3nnnn3-c3ccc4c(c3)OCCO4)N3CCOCC3)ccnc2c1 (configuration not stated)
  GLS inh: 2%
Cc1ccc(C(O)c2ncc(-c3ccc(C(F)(F)F)cc3)[nH]2)cc1F (configuration not stated)
  GLS inh: -1%
O=C1NC[C@@H](CCCCN2C[C@H](Cc3ccc(O)cc3)N(CCc3ccccc3)C(=O)C2=O)N(CCc2ccc(O)cc2)C1=O
  GLS inh: -18%
CC1(C(=O)NS(=O)(=O)c2ccc(C#N)cc2)CCN1C(=O)c1cccc(F)c1 (configuration not stated)
  GLS inh: 4%
CCCCCCCCN1C(=O)[C@H](CC(=O)N2CCCCC2)C[C@@]2(C(=O)OC)CCCCC=C12
  GLS inh: 4%
CSc1ccc(CN2C(=O)C(F)(F)Oc3c(C(C)=O)cccc32)cc1
  GLS inh: -3%
Cc1ccc(OCCNC(=O)[C@H]2O[C@@H](n3ccc(=O)[nH]c3=O)[C@H](O)[C@@H]2O)cc1C
  GLS inh: 5%
NC(c1csc(Nc2nncc3ccccc23)n1)c1ccccc1Cl (configuration not stated)
  GLS inh: 11%
CCCCNC(=O)OC1CC2CC1[C@H]1CCCCN1C2=O (some centres not stated)
  GLS inh: -5%

CCCS(=O)(=O)NC(=O)C1(C)CCN(C(=O)c2cccc(OC(F)(F)F)c2)C1 (configuration not stated)
  GLS inh: 9%
CCc1nc2c(OCC3CCCCC3)cccn2c1N(C)C(=O)c1ccccc1F
  GLS inh: 0%
CCNC(=O)C1CCCN(Cc2ccc(C(=O)OCC)cc2)CC1 (configuration not stated)
  GLS inh: 14%
COc1cc(CN2C(=O)C(C)ON=C2c2ccccc2F)cc(OC)c1 (configuration not stated)
  GLS inh: -9%
O=C(Nc1ccc2c(c1)OCO2)c1ccc2sc([C@H]3C[C@H](O)[C@@H](CO)O3)nc2c1
  GLS inh: -1%
c1ccc2c(-c3cccc4nccn34)cncc2c1
  GLS inh: 9%
COc1ccc(C(C)(O)c2nc(-c3ccc(OC)nc3)cs2)cc1 (configuration not stated)
  GLS inh: 3%
CCc1nc2ccc(C(=O)Nc3cc(-c4ccccc4)ccc3OC)cn2c1N(CC)CCN(C)C
  GLS inh: 23%
COCCNC(=O)C1CCCN(Cc2ccc(C(C)C)cc2)CC1 (configuration not stated)
  GLS inh: 3%
COc1ccc(N2C(c3cc(OC)cc(OC)c3)=Cc3ccccc3C2CC(C)=O)cc1 (configuration not stated)
  GLS inh: 18%

O=C(NC(c1ccc(-c2ccccc2)cc1)c1cnccn1)C1CCN(Cc2ccc(Cl)c(Cl)c2)CC1 (configuration not stated)
  GLS inh: 2%
Cc1ccc(CNC(=O)C2(C)CCN2C(=O)Cc2ccc(-c3ccccc3)cc2)cc1 (configuration not stated)
  GLS inh: -3%
CCC(=O)N1Cc2cc(C(=O)N(C)C)nc(-c3cccc(-c4cncnc4)c3)c2[C@@H]1CCO
  GLS inh: -30%
COc1ccc(C(C)(NC(C)=O)c2nc(-c3ccc(F)c(Cl)c3)cs2)cc1 (configuration not stated)
  GLS inh: 4%
CSCCC(C(=O)Nc1c(C)cccc1C)N1CCC(Cc2ccccc2)CC1 (configuration not stated)
  GLS inh: 16%
COc1cccc(C(C)(O)c2nc(-c3cccc(NC(C)=O)c3)cs2)c1 (configuration not stated)
  GLS inh: 1%
CCCS(=O)(=O)NC(=O)C1(C)CCN(C(=O)Cc2ccc(OC)c(OC)c2)C1 (configuration not stated)
  GLS inh: -10%
COc1ccc(-c2cc3nc(NCCCN(C)C)n(C)c(=O)c3s2)cc1OC
  GLS inh: 1%
O=C(NCCO)c1cccc(-c2cccc3nncn23)c1
  GLS inh: 3%
O=C(Nc1nnc([C@H]2C[C@H](O)[C@@H](CO)O2)s1)Nc1cccc(Cl)c1Cl
  GLS inh: -8%

c1ccc2c(c1)oc1c(-c3ccc4nccn4c3)cccc12
  GLS inh: 4%
CCOC(=O)c1cc(OC)c2cccc(CN3CCC(C)(C(=O)NCCOC)C3)c2c1 (configuration not stated)
  GLS inh: 11%
Cn1c(=O)c2c(-c3ccccc3)n(-c3cccc(O)c3)cc2n(C)c1=O
  GLS inh: 11%
COc1cc(NC(=O)Nc2nnc([C@H]3C[C@H](O)[C@@H](CO)O3)s2)cc(OC)c1OC
  GLS inh: -2%
C[C@H](NC(=O)[C@@H]1CCCN1C(=O)[C@@H]1CCCN1)c1ccccc1
  GLS inh: -11%
COC(=O)c1ccc2nc(-c3ccccc3)c(Cc3ccccc3C(F)(F)F)n2c1
  GLS inh: 0%
CC1(C(=O)NS(=O)(=O)c2cccs2)CCN1C(=O)C1(c2ccccc2)CCCC1 (configuration not stated)
  GLS inh: 4%
COc1ccc(C(C)(O)c2nc(-c3ccc(F)cc3OC)cs2)cc1 (configuration not stated)
  GLS inh: -5%
O=C(/C=C/[C@H]1O[C@@H](n2ccc(=O)[nH]c2=O)[C@H](O)[C@@H]1O)NCCN1CCCC1
  GLS inh: 6%
Cc1cc(C(=O)N2CCC2(C)C(=O)NS(=O)(=O)c2ccc(F)cc2F)nn1C (configuration not stated)
  GLS inh: -8%

O=C1NC[C@H](CCCCN2C[C@H](Cc3ccccc3)N(CC3CCCCC3)C(=O)C2=O)N(CCc2ccc(O)cc2)C1=O
  GLS inh: 13%
CCCc1nc2ccc(Cl)cn2c1Cc1cccc(Cl)c1
  GLS inh: 5%
CCOC(=O)C1CCCN(C(=O)c2ccc(F)c(Cl)c2)CC1 (configuration not stated)
  GLS inh: 10%
CC1(C(=O)Nc2ccc3c(c2)OCO3)CCN1Cc1cccc2c1OCO2 (configuration not stated)
  GLS inh: 0%
CCCS(=O)(=O)NC(=O)C1(C)CCCN(C(=O)c2cccc(C)c2C)C1 (configuration not stated)
  GLS inh: 2%
CCCNC(=O)C1(C)CCN(C(=O)c2ccccc2F)C1 (configuration not stated)
  GLS inh: 9%
CC(C)n1c(=O)c2ccccc2n1Cc1cn(Cc2ccccc2)nn1
  GLS inh: 23%
Cc1ccc(C)c(CC(=O)N2CCCCC2c2cc(C(=O)Nc3ccc(F)c(Cl)c3)no2)c1 (configuration not stated)
  GLS inh: 2%
Cc1ccccc1-c1cnc(C(O)c2ccc(F)cc2)[nH]1 (configuration not stated)
  GLS inh: 2%
COc1ccc(-c2csc(C(O)c3cccc(Cl)c3)n2)cn1 (configuration not stated)
  GLS inh: 5%

O=C(Nc1nnc([C@@H]2C[C@H](O)[C@@H](CO)O2)s1)c1cccs1
  GLS inh: -1%
CC(C)C[C@H]1CN(CCCC[C@H]2CNC(=O)C(=O)N2Cc2ccccc2)C(=O)C(=O)N1CC1CCCCC1
  GLS inh: -1%
COc1ccc(-c2cccc(N3CCN(c4ccccn4)CC3)n2)cc1OC
  GLS inh: -5%
COc1cc(OC)nc(Nc2nc(C(N)Cc3ccc(F)cc3)cs2)n1 (configuration not stated)
  GLS inh: 17%
COc1cccc(CNc2nc3cc(-c4ccc(C)cc4)sc3c(=O)n2C)c1OC
  GLS inh: 7%
CN1CCN(c2ccc(CNC(=O)c3cccc4c(-c5ccc(F)c(F)c5)coc34)cc2)CC1
  GLS inh: 27%
CC(O)(c1ccc(F)c(F)c1)c1nc(-c2cc3ccccc3o2)cs1 (configuration not stated)
  GLS inh: 3%
CSc1ccccc1-c1cnc2cccnn12
  GLS inh: 2%
CCCNC(=O)c1cc(C2CCCCN2S(=O)(=O)c2ccc(C#N)cc2)on1 (configuration not stated)
  GLS inh: 7%
Cc1ccc(-c2nc3ccc(C)cn3c2CC2CCCCC2)cc1
  GLS inh: -11%

CCOC(=O)C1(C)CCCN(C(=O)c2ccc(-c3ccccc3)cc2)C1 (configuration not stated)
  GLS inh: -2%
O=C(OCc1ccccc1)c1c(-c2ccccc2)oc2c1C(OCCO)CCC2 (configuration not stated)
  GLS inh: -7%
NS(=O)(=O)c1ccc(CCNc2ccn3nc(-c4cccc(C(F)(F)F)c4)cc3n2)cc1
  GLS inh: -1%
COc1ccc(NC(=O)C2(C)CCN2Cc2ccccc2OC(F)F)cc1OC (configuration not stated)
  GLS inh: 2%
CCOC(=O)C1=CCN(S(=O)(=O)c2ccccc2C)C1c1ccccc1 (configuration not stated)
  GLS inh: 9%
Cn1c(=O)c2cc(NC(=O)NCc3ccccc3)ccc2n1Cc1ccc(Cl)cc1
  GLS inh: 3%
O=S1(=O)CC(N2CCSCC2)CN1Cc1cn(Cc2ccc(F)cc2)nn1 (configuration not stated)
  GLS inh: 0%
CCC(=O)N1CCC(C)(C(=O)Nc2cc(OC)c(OC)c(OC)c2)C1 (configuration not stated)
  GLS inh: 12%
C=CCNc1ncnc2c1ncn2[C@H]1CN(Cc2cccs2)C[C@@H](CO)O1
  GLS inh: 6%
O=C(OCc1ccccc1)N1C=CCC[C@@H]1c1c(Cl)cccc1Br
  GLS inh: -13%

COc1ccc(-c2csc(C(O)c3ccccc3)n2)cn1 (configuration not stated)
  GLS inh: 0%
COc1ccc(OC)c(CN2C(=O)c3ccccc3C2c2nnnn2-c2ccc3c(c2)OCCO3)c1 (configuration not stated)
  GLS inh: 0%
O=C(NCc1cccnc1)c1ccc2sc([C@@H]3O[C@H](CO)[C@H](O)[C@H](O)[C@H]3O)nc2c1
  GLS inh: 2%
COc1ccc(OC)c(C(O)c2ncc(-c3ccccc3OC)[nH]2)c1 (configuration not stated)
  GLS inh: 7%
C(=C\c1ccccc1)/CN1CCN(C(CCc2ccccc2)c2nnnn2-c2ccc3c(c2)OCCO3)CC1 (configuration not stated)
  GLS inh: 3%
O=C1O[C@@H](c2ccccc2)C[C@@H](O)C(=O)CCc2ccccc21
  GLS inh: 6%
C=C1C[C@@H]2C[C@@H]2CN(S(=O)(=O)c2ccc(C)cc2)[C@@H]1c1ccco1
  GLS inh: -15%
CCc1nc2ccc(C(=O)N(CC)CCN(C)C)cn2c1N(C)Cc1ccc(OC)cc1
  GLS inh: -2%
O=C(NC(c1ccccc1)c1cnccn1)C1CCN(CCCOc2ccccc2)CC1 (configuration not stated)
  GLS inh: 5%
O=C(Nc1ccc2c(c1)OCO2)C1Cc2c(-c3ccc(Cl)cc3)ccnc2O1 (configuration not stated)
  GLS inh: 0%

Cc1cccc(C)c1C(O)c1ncc(-c2ccc(F)cc2)[nH]1 (configuration not stated)
  GLS inh: 1%
O=C(Nc1ccc(Oc2ccccc2)cc1)c1csc(COCCO)n1
  GLS inh: 0%
CC(C)(C)c1ccc(CC(=O)N2CCC2(C)C(=O)NS(=O)(=O)c2cccs2)cc1 (configuration not stated)
  GLS inh: 8%
COc1ccc(NC(=O)c2ccc3nc(C)c(N(C)C(=O)CCc4ccccc4)n3c2)cc1OC
  GLS inh: 1%
CS(=O)(=O)c1ccc(Nc2nc(C(N)COCc3ccccc3)cs2)cc1 (configuration not stated)
  GLS inh: 11%
Cc1ccc(S(=O)(=O)NC(=O)C2(C)CCN2C(=O)CC2CCCCC2)nc1 (configuration not stated)
  GLS inh: 3%
O=C1NC[C@H](Cc2ccc(O)cc2)N(C[C@@H]2CCCN2C[C@H](Cc2ccccc2)N2C[C@H](Cc3ccc(O)cc3)N(CC3CCCCCC3)C(=O)C2=O)C1=O
  GLS inh: 20%
COc1cc(C(O)c2nc(-c3cc(F)cc(F)c3)cs2)ccc1F (configuration not stated)
  GLS inh: 5%
Cn1[nH]c2c(c1=O)[C@H](c1ccc(F)cc1)O[C@H](CCc1ccccc1)C2
  GLS inh: 11%
CCOC(=O)C1=CCC(c2cccn2C(=O)OC(C)(C)C)N(S(=O)(=O)c2ccc(C)cc2)C1 (configuration not stated)
  GLS inh: -8%

CCCCOc1ccc(S(=O)(=O)NC(=O)C2(C)CCN2C(=O)Cc2ccccc2Cl)cc1 (configuration not stated)
  GLS inh: -5%
COc1cccc(CNc2nc(NCC3CC3)nc3ccsc23)c1OC
  GLS inh: 6%
CC(=O)NC(c1ccccc1)c1nc(-c2ccc(S(C)(=O)=O)cc2)cs1 (configuration not stated)
  GLS inh: 8%
CN(C)Cc1csc(Nc2ccc(C(=O)c3ccccc3)cc2)n1
  GLS inh: 17%
CNc1nc(-c2cccc(C(=O)N(C)C)c2)cn2ccnc12
  GLS inh: 2%
CCOC(=O)[C@]12CCCC=C1N(Cc1ccc3c(c1)OCO3)C(=O)[C@H](CC(=O)NCc1cccs1)C2
  GLS inh: -22%
COc1cccc(CNc2nc3cc(-c4ccccc4)sc3c(=O)n2C)c1
  GLS inh: -5%
COc1ccc(NC(=O)c2cc(C3CCCCN3C(=O)c3ccc4c(c3)CCO4)on2)c(C)c1 (configuration not stated)
  GLS inh: -1%
Clc1ccc2nc(-c3cccc(Br)c3)c(Cc3ccsc3)n2c1
  GLS inh: 17%
CC(C)(C)c1ccc(C(=O)N2[C@H](COCc3ccccc3)C=CS2(=O)=O)cc1
  GLS inh: 0%

Nc1nc2ccccc2n1S(=O)(=O)c1ccc([N+](=O)[O-])cc1
  GLS inh: 3%
COCCNC(=O)C1(C)CCCN(C(=O)c2ccccc2)C1 (configuration not stated)
  GLS inh: 3%
O=C(c1ccc(-n2cncn2)c2ccoc12)N1CCOCC1
  GLS inh: 10%
CSc1ccc(CN2CCC(C)(Oc3ccc(CC#N)cc3)C2)cc1 (configuration not stated)
  GLS inh: 4%
Cc1ccccc1NC(=O)Nc1nc(C(N)c2ccccc2)cs1 (configuration not stated)
  GLS inh: 4%
CC(=O)OC[C@@H]1CN(Cc2ccccc2)C[C@H](n2cnc3c(NCC(C)C)ncnc32)O1
  GLS inh: -2%
Cc1ccc(C)c(NCCCCCCCC(=O)O)c1
  GLS inh: -4%
CC(O)(c1ccc(F)c(F)c1)c1nc(-c2cnc3ccccc3c2)cs1 (configuration not stated)
  GLS inh: -2%

Bioassay records deposited in PubChem BioAssay by National Center for Advancing Translational Sciences (NCATS).
